Assay outcomes (PubChem)
SKBR3 24h inh: SK-BR-3 proliferation inhibitors | SK-BR-3 viability, CellTiter-Glo ATP luminescence, 24 h; hits give low values | viability, % at 10 µM | 41,000 compounds, 0.47% hits | AID 847;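 active means viability at or below the median of all test compounds minus 3 SD, in both replicates if run twice, cut at about 45% in these data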;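 further: 100% = median untreated cell wells and 0% = median positive control drug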
* marks the source's active call; other numbers are inactive results. A portion of the library; count on the stated rates, not on these rows.

Results for COc1c(C(=O)N2CCCC2)ccc2ccccc12 ?
SKBR3 24h inh: 97

Results for CCc1cc(C(=O)OC)c(NC(=O)c2cc(Br)cs2)s1 ?
SKBR3 24h inh: 95

How did CCCC(=O)N(c1ccc2oc(=O)sc2c1)S(=O)(=O)c1ccccc1 do in these assays?
SKBR3 24h inh: 66

What do the screens show for `CCn1c(=N)n(CCO)c2ccccc21`?
SKBR3 24h inh: 76

Results for CC(O)c1ccc2c(c1)OCCOCCN(C)CCOCCO2 (stereo not given) ?
SKBR3 24h inh: 80

Results for COc1ccc2nc3sc(C(=O)N4CCN(C)CC4)cc3cc2c1 ?
SKBR3 24h inh: 80

Results for O=C1N(Cc2ccc3c(c2)OCO3)c2ccccc2C1(O)c1c[nH]c2ccccc12 (stereo not given) ?
SKBR3 24h inh: 75

Results for CCOC(=O)c1cnc(SCC(=O)Nc2ccccc2N2CCOCC2)nc1N ?
SKBR3 24h inh: 99

How did Cc1ccc(CNC(=O)c2oc3ccc(S(=O)(=O)N4CCC5(CC4)OCCO5)cc3c2C)cc1 do in these assays?
SKBR3 24h inh: 80

How did CCCNS(=O)(=O)c1ccc(CCC(=O)N2CCOCC2)cc1 do in these assays?
SKBR3 24h inh: 118

Results for Cc1cc(C)nc(N(C#N)Cc2ccc(Br)cc2)n1 ?
SKBR3 24h inh: 82

What do the screens show for `Cc1ccc(C(=O)Nc2nccs2)cc1S(=O)(=O)N1CCCCC1`?
SKBR3 24h inh: 82

How did O=C(NCc1ccccc1)C1CC2CCCC(C1)C2=O (stereo not given) do in these assays?
SKBR3 24h inh: 92

Results for CCCC(CCC(=O)NC1CCCCC1)C(=O)O (stereo not given) ?
SKBR3 24h inh: 85

Results for CN(CCCC(=O)NCc1ccco1)S(=O)(=O)c1ccccc1 ?
SKBR3 24h inh: 103

How did CCN(CC)C(=O)CSc1nnc(-c2ccccc2)n1N do in these assays?
SKBR3 24h inh: 109

How did O=C1CSC(c2nn(-c3ccccc3)cc2-c2cc3ccccc3oc2=O)N1Cc1ccco1 (stereo not given) do in these assays?
SKBR3 24h inh: 84

What do the screens show for `COC(=O)C1C(=O)NCC1c1ccccc1` (stereo not given)?
SKBR3 24h inh: 94

How did CCOC(=O)Nc1ccc(S(=O)(=O)Nn2cnnc2)cc1 do in these assays?
SKBR3 24h inh: 111

How did O=C1C2CCCN2C(c2ccc(Cl)cc2)N1c1nccs1 (stereo not given) do in these assays?
SKBR3 24h inh: 86

How did CSc1ccccc1NC(=O)c1cnccn1 do in these assays?
SKBR3 24h inh: 88

How did CCn1ncc(Br)c1C(=O)Nc1cc(C(=O)OC)ccc1C(=O)OC do in these assays?
SKBR3 24h inh: 96

What do the screens show for `COC(=O)CNc1nc(-c2ccccc2F)nc2ccccc12`?
SKBR3 24h inh: 83

What do the screens show for `O=S(=O)(c1ccc2c(c1)OCCO2)N1CCN(Cc2ccc3c(c2)OCO3)CC1`?
SKBR3 24h inh: 91

How did Cn1c(NC(=O)c2ccco2)c(-c2ccccc2)c(=O)c2ccccc21 do in these assays?
SKBR3 24h inh: 89

How did CCOC(=O)c1c(-c2ccccc2)csc1NC(=O)c1nn(CC)cc1Br do in these assays?
SKBR3 24h inh: 80

How did Cc1cc(C)cc(N2C(=O)CC(N3CCOCC3)C2=O)c1 (stereo not given) do in these assays?
SKBR3 24h inh: 97

How did CCOC(=O)c1sc(NC(=O)c2ccco2)nc1C do in these assays?
SKBR3 24h inh: 89

How did CCOC(=O)c1c(NC(=O)CN2CCOCC2)sc2c1CCCC2 do in these assays?
SKBR3 24h inh: 87

How did CCc1nnc(NC(=O)OCc2ccccc2)s1 do in these assays?
SKBR3 24h inh: 97

How did O=c1oc2c3c4c(cc2c2c1CCC2)OCCN4CCC3 do in these assays?
SKBR3 24h inh: 99

Results for COc1ccc(CN2CCN(C(=O)C3CC(=O)N(C4CCCCCC4)C3)CC2)c(OC)c1OC (stereo not given) ?
SKBR3 24h inh: 90

How did CC1CCc2sc3nc(NCc4ccco4)n4ncnc4c3c2C1 (stereo not given) do in these assays?
SKBR3 24h inh: 78

What do the screens show for `Cc1cccc(C)c1OCc1nnc(SCC(=O)NCc2ccccc2)o1`?
SKBR3 24h inh: 90

How did COC(=O)c1cc2c(=O)n3ccccc3nc2n(C)c1=N do in these assays?
SKBR3 24h inh: 78

How did Clc1cccc(Cl)c1Cn1nnc(-c2cccs2)n1 do in these assays?
SKBR3 24h inh: 101

How did c1ccc(-n2c(SCc3ccncc3)nnc2-c2ccco2)cc1 do in these assays?
SKBR3 24h inh: 97

Results for O=C(NCCCn1ccnc1)C(Cc1ccccc1)N1C(=O)c2ccccc2C1=O (stereo not given) ?
SKBR3 24h inh: 85

What do the screens show for `COC(=O)C(CCCCN1C(=O)C2C3C=CC(C3)C2C1=O)N1C(=O)C2C3C=CC(C3)C2C1=O` (stereo not given)?
SKBR3 24h inh: 95

Results for O=C(NCCCNCc1ccccc1)/C(=N\O)c1ccccc1 ?
SKBR3 24h inh: 98

Results for N#Cc1nc(Cc2cccc3ccccc23)oc1N1CCOCC1 ?
SKBR3 24h inh: 82

What do the screens show for `O=C(CC1=NC2(CCCC2)Cc2ccccc21)N1CCOCC1`?
SKBR3 24h inh: 92

What do the screens show for `CCNC(=O)Nn1c(C)nnc1C`?
SKBR3 24h inh: 148

How did COCCn1c(SCC(=O)N2CCCCC2)nc2cccnc21 do in these assays?
SKBR3 24h inh: 80

Results for CCOc1ccc(OCC)c(NC(=O)CCn2c(=O)oc3ccccc32)c1 ?
SKBR3 24h inh: 91

How did COc1ccc(-c2nc(=S)[nH][nH]2)cc1 do in these assays?
SKBR3 24h inh: 96

Results for Cc1cc(N2CCOCC2)nc2ccc(NC(=O)CCC(=O)N3CCCC(C)C3)cc12 (stereo not given) ?
SKBR3 24h inh: 87

How did CCc1cccc(CC)c1NC(=O)CN1CCN(c2ccccc2)CC1 do in these assays?
SKBR3 24h inh: 98

How did Clc1ccccc1OCc1nc(-c2ccccn2)no1 do in these assays?
SKBR3 24h inh: 109

What do the screens show for `COc1cccc(C(=O)CN2C(=O)C(C)(C)Oc3ccc(C(=O)N4CCCCCC4)cc32)c1`?
SKBR3 24h inh: 105

Results for C#CCNc1c(C)c(C)nc2ncnn12 ?
SKBR3 24h inh: 94

How did CCOC(=O)Cn1nnnc1C(CC)N(Cc1cc2ccc(C)cc2[nH]c1=O)C1CCCC1 (stereo not given) do in these assays?
SKBR3 24h inh: 76

What do the screens show for `CC(C)Cc1nc(S(=O)(=O)c2ccc(Cl)cc2)c(N2CCOCC2)o1`?
SKBR3 24h inh: 86

What do the screens show for `COc1ccc(C2N(c3ccccn3)C(=O)C3CCCN32)c(OC)c1` (stereo not given)?
SKBR3 24h inh: 87

What do the screens show for `CC(C)OCCCNc1ncnc2c1[nH]c1ccc(F)cc12`?
SKBR3 24h inh: 81

What do the screens show for `COc1ccc(OC)c(-c2nnc(-c3ccc(C)o3)o2)c1`?
SKBR3 24h inh: 77

Results for CCn1cc(S(=O)(=O)CC(=O)Nc2cc(C)on2)c2ccccc21 ?
SKBR3 24h inh: 116

How did Cn1c(CCNC(=O)c2ccccc2)nc2cc(NC(=O)c3ccco3)ccc21 do in these assays?
SKBR3 24h inh: 98

How did C=CC(O)Cc1c(C)n[nH]c1C (stereo not given) do in these assays?
SKBR3 24h inh: 88

Results for O=C(CSc1ccccc1)NCCCN1CCOCC1 ?
SKBR3 24h inh: 117

What do the screens show for `COCCn1c(=O)[nH]c2cc(C(=O)NCc3cccnc3)ccc2c1=O`?
SKBR3 24h inh: 89

How did CC(C)COC(=O)C1[C@H]2C(=O)N(Cc3cccs3)C[C@]23C=C[C@H]1O3 (stereo not given in full) do in these assays?
SKBR3 24h inh: 84

What do the screens show for `CCN(CC)c1ccc(NC(=O)Cn2nnc(-c3cccc(OC)c3OC)n2)c(C)c1`?
SKBR3 24h inh: 77

Results for CNC(=O)c1ccccc1NC(=O)c1ccc(C)c(S(=O)(=O)N2CCCCC2)c1 ?
SKBR3 24h inh: 83

Results for CC(C)CNC1=CC(=O)CC(c2ccco2)C1 (stereo not given) ?
SKBR3 24h inh: 90

How did CC1=C(C(=O)Nc2ccccc2C)C(c2cccnc2)n2nc(CCCO)nc2N1 (stereo not given) do in these assays?
SKBR3 24h inh: 107

What do the screens show for `O=c1oc2c(CN3CCOCC3)c(O)ccc2c2c1CCC2`?
SKBR3 24h inh: 78

What do the screens show for `O=C(CSc1nnc(-c2ccc(Br)cc2)o1)N1CCN(C(=O)c2ccco2)CC1`?
SKBR3 24h inh: 85

What do the screens show for `CCCCN(C)CCNC(=O)c1ccc2c(c1)NC(=O)C(N1CCCCC1)S2` (stereo not given)?
SKBR3 24h inh: 75

What do the screens show for `CCOc1ccccc1N1CCN(S(=O)(=O)c2ccc(Cl)s2)CC1`?
SKBR3 24h inh: 90

What do the screens show for `CCCCOCC1CN(c2ccccc2)C(=O)CS1` (stereo not given)?
SKBR3 24h inh: 106

Results for CC(=O)Oc1ccc(N2C(=O)C3C(C2=O)C2(C)C=CC3(C)O2)cc1 (stereo not given) ?
SKBR3 24h inh: 88

Results for COc1cccc(N(CC(=O)N2CCN(C)CC2)S(=O)(=O)c2ccc(C)cc2)c1 ?
SKBR3 24h inh: 97

Results for O=C(Cn1c(NCCO)nc2ccccc21)c1ccc(Cl)cc1 ?
SKBR3 24h inh: 77

How did COc1cccc(C(=O)N(Cc2nc(-c3cccc(C)c3)no2)C(C)C)c1OC do in these assays?
SKBR3 24h inh: 79

What do the screens show for `COc1ccc(-c2nnc(SCc3csc(N)n3)n2C)cc1`?
SKBR3 24h inh: 79

How did Cc1nc(NC(=O)c2csc3ccccc23)sc1C do in these assays?
SKBR3 24h inh: 99

How did C=CCNC(=O)c1nn2cccnc2c1Cl do in these assays?
SKBR3 24h inh: 90

What do the screens show for `CCOc1ccccc1CNC(=O)C1CCN(C(=O)c2sccc2-n2cccc2)CC1`?
SKBR3 24h inh: 106

What do the screens show for `CCOC(=O)N1CCN(Cc2nc(-c3ccccc3)no2)CC1`?
SKBR3 24h inh: 94

What do the screens show for `Nn1c(COc2ccccc2)nc2ccccc2c1=O`?
SKBR3 24h inh: 99

Results for COc1ccc(N(Cc2cc(=O)[nH]c3ccccc23)C(=O)c2ccco2)cc1 ?
SKBR3 24h inh: 44*

How did CCCn1nnc(NC(=O)Cc2ccc(Cl)cc2)n1 do in these assays?
SKBR3 24h inh: 104

How did CCNC(=O)CC1C(=O)N(c2ccc(C)cc2)C(=O)N1Cc1ccccn1 (stereo not given) do in these assays?
SKBR3 24h inh: 98

What do the screens show for `Cc1occc1C(=O)NCc1ccc2c(c1)OCO2`?
SKBR3 24h inh: 103

How did O=C(CSc1nc2ccccc2c(=O)n1CC1CCCO1)N1CCN(c2ccccc2)CC1 (stereo not given) do in these assays?
SKBR3 24h inh: 71

Results for Cc1nc2nc(SCC(=O)N3CCOCC3)nn2c(C)c1Cc1ccccc1 ?
SKBR3 24h inh: 94

What do the screens show for `O=C(NCC1CCCO1)C1c2ccccc2C(=O)N1Cc1ccc2c(c1)OCO2` (stereo not given)?
SKBR3 24h inh: 90

How did COc1ccc(CC(=O)Nc2cccc(-c3nnc(-c4ccccc4)o3)c2)cc1OC do in these assays?
SKBR3 24h inh: 99

Results for O=C1CC(N(Cc2ccco2)C(=O)Nc2ccc(F)cc2)C(=O)N1c1ccc(F)cc1 (stereo not given) ?
SKBR3 24h inh: 94

Results for COC(=O)C1=C(N)Oc2cc(C)n(Cc3cccnc3)c(=O)c2C1c1ccccc1OC (stereo not given) ?
SKBR3 24h inh: 99

What do the screens show for `O=C(CN1CCN(Cc2ccccc2)CC1)c1ccc(Br)cc1`?
SKBR3 24h inh: 86

Results for Nc1ccccc1OCCOCCOCCOc1ccccc1N ?
SKBR3 24h inh: 86

Results for O=C(NCc1ccccc1)NC(=O)c1ccccc1 ?
SKBR3 24h inh: 101

How did O=C(OCc1c(Cl)cccc1Cl)c1cccnc1 do in these assays?
SKBR3 24h inh: 87

What do the screens show for `O=C(CSc1nnnn1-c1ccc2c(c1)OCCO2)N1CCc2ccccc21`?
SKBR3 24h inh: 85

How did COc1cccc(C2/C(=C(/O)c3cnn(-c4ccccc4)c3C)C(=O)C(=O)N2CCN(C)C)c1 (stereo not given) do in these assays?
SKBR3 24h inh: 95

How did COc1ccc(CNC(=O)[C@H](C)NC(=O)C2CCN(S(=O)(=O)c3ccc(C)cc3)CC2)cc1 do in these assays?
SKBR3 24h inh: 89

What do the screens show for `O=C(Cc1cccs1)Nc1cccnc1`?
SKBR3 24h inh: 92

What do the screens show for `O=C(N1CCN(c2ccccc2)CC1)C12CC3CC(CC(C3)C1)C2`?
SKBR3 24h inh: 56

Entries above that have two or more sulfur atoms:
Results for CCc1cc(C(=O)OC)c(NC(=O)c2cc(Br)cs2)s1 ?
SKBR3 24h inh: 95

How did CCCC(=O)N(c1ccc2oc(=O)sc2c1)S(=O)(=O)c1ccccc1 do in these assays?
SKBR3 24h inh: 66

What do the screens show for `Cc1ccc(C(=O)Nc2nccs2)cc1S(=O)(=O)N1CCCCC1`?
SKBR3 24h inh: 82

What do the screens show for `CCOc1ccccc1N1CCN(S(=O)(=O)c2ccc(Cl)s2)CC1`?
SKBR3 24h inh: 90

What do the screens show for `COc1ccc(-c2nnc(SCc3csc(N)n3)n2C)cc1`?
SKBR3 24h inh: 79

How did Cc1nc(NC(=O)c2csc3ccccc23)sc1C do in these assays?
SKBR3 24h inh: 99

Some of these compounds in order of SMILES length, rising:
Results for Nc1ccccc1OCCOCCOCCOc1ccccc1N ?
SKBR3 24h inh: 86

What do the screens show for `O=C(NCC1CCCO1)C1c2ccccc2C(=O)N1Cc1ccc2c(c1)OCO2` (stereo not given)?
SKBR3 24h inh: 90

Results for COC(=O)C1=C(N)Oc2cc(C)n(Cc3cccnc3)c(=O)c2C1c1ccccc1OC (stereo not given) ?
SKBR3 24h inh: 99

The list goes on.
What do the screens show for `CN(C1CCCCC1)S(=O)(=O)Cc1ccccc1`?
SKBR3 24h inh: 97

How did CCOC(=O)CSc1cc(C)nc(NC(C)=O)n1 do in these assays?
SKBR3 24h inh: 99

Results for Cn1c(=O)n(CCCOc2ccc(Br)cc2)c2ccccc21 ?
SKBR3 24h inh: 100

Results for O=C(Nc1ccc(Nc2ccccc2)cc1)C1CC1 ?
SKBR3 24h inh: 97

How did COC(=O)C1C(=O)C2=C(CC1C)NC(=O)CC2c1ccc(O)c(OC)c1 (stereo not given) do in these assays?
SKBR3 24h inh: 83
